# Assay outcomes: PubChem BioAssay, National Center for Advancing Translational Sciences (NCATS)
# AMA1 RON2 block – inhibitors of Plasmodium falciparum AMA1-RON2 interaction; hit rate 0.2% among 360,000; AlphaScreen AMA1-biotinylated RON2 peptide binding; Potency, µM (top dose mostly 58.2 µM), for the others: at the top dose activity change, negative = inhibition, actives largely listed as inhibitors;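 further: potency means the concentration at half of the fitted maximal effect; 0% = vehicle wells and -100% = peptide control; nearly all actives have a fitted effect of over 45% in size; some results filed as inactive show a strong effect at the top dose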
#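 AMA1 (3D7) with his tag at 25 nM final met compounds first, then biotinylated RON2 peptide at 25 nM; detection used donor plus acceptor beads, 10 µg/mL apiece, read by AlphaScreen after 30 min at room temperature.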
# HCV inh – inhibitors of hepatitis C virus infection; Potency, µM (top dose mostly 41.8 µM), inactives show at the top dose activity change, negative = inhibition, hits mostly inhibitors; hit rate 3.4% among 340,000; Huh7.5.1 HCVcc-Cre infection, luciferase reporter, 44 h; further: potency means the concentration at half of the fitted maximal effect
#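 Reporter virus HCVcc-Cre (~0.5 moi) infects cells exposed to compound; seeding density 1,000 cells/well with 4 h settling beforehand. Luminescence, 15 sec read, taken 44 h post-infection following a 15 min RT substrate incubation.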
# Sm TGR inh – blocks Schistosoma mansoni thioredoxin glutathione reductase. purified TGR, DTNB reduction, TNB absorbance 405 nm. Q962Y6. hit rate 3% among 360,000. Potency, µM (series often up to 114 µM), without a hit: at the highest dose activity change, negative = inhibition, most hits filed as inhibitors; further: potency means the concentration at half of the fitted maximal effect; nearly all actives have a fitted effect of over 60% in size
#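 Kinetic colorimetric format: TGR-catalysed, NADPH-driven DTNB reduction monitored via TNB absorbance. Enzyme dispensed at 20 nM; compound exposure 15 min at room temperature before reaction start.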
# AmpC inh detg – blocks E. coli AmpC beta-lactamase in detergent assay | Potency, µM (titrated, usually from 114 µM), inactives show at the top dose activity change, negative = inhibition, most hits filed as inhibitors | P00811 | AmpC hydrolysis of nitrocefin, absorbance 480 nm, 0.01% Triton | hit rate 0.041% among 370,000;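 further: potency means the concentration at half of the fitted maximal effect; 0% = no-compound wells and -100% = no-enzyme wells; nearly all actives have a fitted effect of over 25% in size; some results filed as inactive show a strong effect at the top dose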
# Target sequence (P00811 whole entry, looked up): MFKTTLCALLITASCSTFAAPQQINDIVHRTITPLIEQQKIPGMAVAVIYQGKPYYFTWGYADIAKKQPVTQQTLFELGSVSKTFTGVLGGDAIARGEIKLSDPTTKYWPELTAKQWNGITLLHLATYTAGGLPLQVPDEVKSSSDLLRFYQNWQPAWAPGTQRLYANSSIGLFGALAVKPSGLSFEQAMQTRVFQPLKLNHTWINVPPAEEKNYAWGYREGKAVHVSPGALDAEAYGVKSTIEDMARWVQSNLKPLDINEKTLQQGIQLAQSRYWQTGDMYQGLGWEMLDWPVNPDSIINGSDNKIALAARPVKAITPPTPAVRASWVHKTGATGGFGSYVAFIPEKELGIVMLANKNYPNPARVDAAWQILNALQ
#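 AmpC (5.3 nM in the dispensed reagent) in 20 mM phosphate pH 7.0 with 0.01% (detergent screen) or 0.0001% Triton X-100 was preincubated with compounds for 15 min at room temperature. Nitrocefin was then added from an 800 uM solution, and hydrolysis was followed at 480 nm.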
# Giardia FBPA inh – blocks Giardia fructose-bisphosphate aldolase activity. hit rate 0.71% among 290,000. purified Giardia FBPA. AID 2451. Potency, µM (series often up to 59.6 µM), for inactives: at the highest dose activity, negative = inhibition, most hits filed as inhibitors. A8B2U2; further: potency means the concentration at half of the fitted maximal effect; nearly all actives have a fitted effect of over 55% in size
# Target sequence (A8B2U2 whole entry, looked up): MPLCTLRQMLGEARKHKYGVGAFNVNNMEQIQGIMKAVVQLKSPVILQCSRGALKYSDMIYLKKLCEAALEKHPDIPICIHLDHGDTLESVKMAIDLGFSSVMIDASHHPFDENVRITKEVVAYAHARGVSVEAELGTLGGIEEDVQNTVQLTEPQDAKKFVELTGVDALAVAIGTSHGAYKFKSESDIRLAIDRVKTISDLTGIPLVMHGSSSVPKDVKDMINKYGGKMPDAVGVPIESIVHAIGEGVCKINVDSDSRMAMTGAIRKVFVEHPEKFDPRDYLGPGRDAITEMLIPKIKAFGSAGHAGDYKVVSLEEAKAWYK
#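 40 nM FBPA preincubated 10 min at RT with compound (up to 57.5 uM final), then substrate plus GAPDH/TPI/NAD/arsenate coupling and diaphorase/resazurin added. Fluorescence read after 20 min at RT, 525/598 nm.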
# HCMV antiviral – blocks human cytomegalovirus replication. HFF cells, HCMV-luciferase reporter, 72 h; stronger effect = lower value. activity change, negative = inhibition, % at 57.5 µM. hit rate 4.5% among 410,000. AID 1259415; in the data active means activity change below about -60%; inconclusive means no clear call, values can overlap the other calls; inactive means above about -39%
#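 Luciferase read-out from HCMV-luciferase-infected HFFs (MOI 1 PFU/cell) 72 h post infection at 37C; compounds added after 16 h cell attachment; activity normalized between buffer-only basal and Salinomycin (10uM) inhibitor controls.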
# * = called active by the depositor; u = inconclusive; x = no result given; & = joins results of further samples; [ ] = remark or other dose. Unless noted, the call rests on the fitted dose curve; in most records, active means well fitted curve in the direction sought with a large enough effect; inconclusive means small, poorly fitted or top-dose-only effect, or another doubt; inactive means no such curve, though single readings can be large; an effect the other way counts as inactive or inconclusive. Unless noted, on the % scale 0 is the no-effect control and ±100 the full control effect.
SMILES,AMA1 RON2 block,HCV inh,Sm TGR inh,AmpC inh detg,Giardia FBPA inh,HCMV antiviral
COc1ccc(NC(=O)C2C(=O)NC3(C)CC2c2ccccc2O3)cc1 (stereo unspecified),-2.2%,16.9%,-19.9%,-8.1%,-25.2%,10.1
Cc1cc(=O)[nH]c(SCc2nnnn2-c2ccc(Cl)cc2)n1,0.3%,4.3%,6.1%,u,-10.2%,-30.5
Cc1nc2cc(OCc3cc(C(=O)NC(C)c4cnn(C)c4)no3)ccc2s1 (stereo unspecified),-13.9%,u,1.5%,4.5%,x,37.8
O=C(Cn1c(-c2cscn2)nc2ccccc21)Nc1ccccc1F,-1.3%,-7.4%,-7.6%,-17.9%,6.1%,-1.8
Cc1c(N=Cc2c(O)n(Cc3ccco3)c(=O)[nH]c2=O)c(=O)n(-c2ccccc2)n1C,-4.1%,-1.9%,u,-9.7%,3.0%,-4.0
C=CCN1CC[C@]23c4c5ccc(O)c4OC2C(O)C=CC3[C@H]1C5 (stereo partly specified),-3.1%,-19.5%,x,x,x,40.8
Cc1nn2c(NCC(C)C)c3c(nc2c1-c1ccccc1)CCC3,15.1%,6.31µM*,0.0%,-5.1%,6.8%,x
COc1cc(NC(=O)COC(=O)CNC(=O)c2ccc(C)s2)cc(OC)c1,5.4%,u,-1.6%,1.2%,1.4%,u
CCOC(=O)c1cn(-c2ccc([N+](=O)[O-])cc2)c2cc(Cl)c([N+](=O)[O-])cc2c1=O,-4.2%,18.2%,-17.1%,0.3%,2.1%,-18.2
O=C(O)CSCc1ccc(Cl)cc1,7.1%,6.4%,6.3%,-9.1%,8.7%,-3.0
O=C(NCC1(N2CCOCC2)CCCCC1)c1cccc(S(=O)(=O)Nc2ccc(F)cc2)c1,-6.1%,-22.0%,1.9%,6.4%,x,28.9
CC(C)c1ccc(C(=O)COC(=O)C(O)c2ccccc2)cc1 (stereo unspecified),12.6%,u,x,x,x,6.8
COc1ccc(S(=O)(=O)N2CCCCCC2)cc1NC(=O)CCc1cc(OC)c(OC)c(OC)c1,-0.3%,-14.2%,x,x,x,-5.8
C[C@@H]1CCCCCCCCCCC1=O,9.1%,10.6%,12.8%,6.1%,11.6%,-7.7
CCc1ccccc1NC(=O)Cn1nnc(C(=O)NCc2cccc(OC)c2)c1N,-1.6%,-6.1%,-0.4%&6.5%,17.0%,-4.4%,17.9&29.8
CCc1ccccc1N1CC(c2nnc(NC(=O)c3ccco3)s2)CC1=O (stereo unspecified),x,x,0.6%,15.8%,x,-4.0
O=C(Nc1ccc2oc(-c3ccncc3)nc2c1)c1ccc2c(c1)OCO2,-1.6%,-18.3%,0.0%,u,1.3%,10.3
CCOC(=O)C1=C(CN2CCN(c3cc(C)ccc3C)CC2)NC(=O)NC1c1ccccc1 (stereo unspecified),x,x,-1.4%,-12.3%,x,u
N#Cc1c(NC(=O)C(=O)NCCCN2CCOCC2)sc2c1CCC2,0.0%,5.5%,-7.2%,0.7%,x,0.0
Cc1ccc(NC(=O)c2cnc(SCC(=O)N3CCOCC3)n(C)c2=O)cc1,x,x,1.4%,-2.2%,x,59.2
Cc1ccccc1-n1c(O)c(C=NC2CCS(=O)(=O)C2)c2ccccc2c1=O (stereo unspecified),-1.3%,11.7%,-0.3%,3.7%,-4.4%,15.6
CCOC(=O)C1CCCN(S(=O)(=O)c2cc(-c3onc(C)c3C)ccc2OC)C1 (stereo unspecified),x,x,7.9%,2.8%,x,-6.8
COc1ccc2cc(C=NS(=O)(=O)c3ccc(C)cc3)n(C)c2c1,7.5%,5.2%,-10.0%,-7.2%,x,40.6
O=C(NCc1ccco1)c1cc2sccc2n1Cc1ccccc1,-10.5%,u,-27.3%,u,-11.7%,-10.5
CN(Cc1ccccc1Cl)C(=O)C1CCC(=O)N(C2CCCCCC2)C1 (stereo unspecified),-9.8%,-2.6%,-27.1%,-3.5%,3.1%,26.9
# Further compounds follow:
SMILES,AMA1 RON2 block,HCV inh,Sm TGR inh,AmpC inh detg,Giardia FBPA inh,HCMV antiviral
CCOC(=O)C1(C)Oc2cccnc2NC1=O (stereo unspecified),-6.1%,10.3%,-10.0%,-3.7%,-9.4%,-3.6
Cc1ccc(NC(=O)CCN2CCC(C(N)=O)CC2)cc1,4.4%,15.8%,-18.5%,u,3.9%,-17.9
COc1ccc(OCC(=O)Nc2ccc3oc(=O)ccc3c2)cc1,1.6%,0.2%,-5.1%,3.9%,x,12.3
CCOC(=O)N1CCN(c2nc(-c3ccc(Cl)cc3)cs2)CC1,-9.0%,u,3.8%,-0.6%,1.2%,u
COc1ccc(CCNc2nc(-c3ccncc3)cs2)cc1OC,-22.3%,-22.8%,2.3%,-6.0%,-9.4%,-25.7
COc1ccccc1-n1cnc2cc(NC(C)=O)ccc21,-24.0%,10.0%,-4.7%,0.2%,-1.8%,16.4
Cc1cccc(-n2c(SCC(=O)N3CC(=O)Nc4ccccc43)nc3ccccc3c2=O)c1,-21.6%,-19.5%,x,2.5%,-2.3%,-62.1*
S=C(Nc1cc(Cl)cc(Cl)c1)N1CCCC1,8.4%,-0.2%,-20.1%,-2.0%,4.1%,x
Cc1nc(N2CCOCC2)c2c(C(=O)NCCc3ccccc3)c(C)oc2n1,x,x,2.8%,-10.4%,x,u
Cc1cc(C)cc(N(C(C)C(=O)NCc2ccc3c(c2)OCO3)S(C)(=O)=O)c1 (stereo unspecified),-1.7%,-1.8%,24.2%,u,5.2%,13.3
CCOC(=O)c1cnc2cc(Cl)c(OC)cc2c1Nc1ccc(Br)cc1C,x,x,-12.5%,-1.9%,x,-1.6
CC(=O)NCCc1c[nH]c2ccc(OCC(O)CNC(C)(C)C)cc12 (stereo unspecified),0.3%,13.1%,10.3%,-1.2%,-1.8%,5.6
COc1ccc(/C=C/C(=O)NC(=S)N2CCN(c3ccccn3)CC2)cc1,2.9%,-16.7%,6.6%,2.9%,-0.8%,-12.1
CC1CCN(S(=O)(=O)c2ccc3ncn(CC(=O)Nc4ccccc4C(F)(F)F)c(=O)c3c2)CC1,x,x,7.1%,-1.2%,x,-4.9
CCOc1cc(/C=C2/NC(=S)NC2=O)ccc1OCc1ccc([N+](=O)[O-])cc1,-19.9%,u,-7.6%,-9.2%,9.0%,-16.8
Cc1ccc(NC(=O)c2c(F)cccc2Cl)cc1S(=O)(=O)N1CCOCC1,7.0%,-14.9%,-7.2%,-3.0%,x,-4.3
CCN(Cc1nc2cc(OC)c(OC)cc2c(=O)[nH]1)C(=O)c1ccc(S(=O)(=O)N(C)C)cc1,52.6%[activator],-6.1%&-3.3%,-9.7%,-1.7%,u,-2.0
CC(NC(=O)CSc1n[nH]c(=O)[nH]c1=O)C1CC2CCC1C2 (stereo unspecified),10.6%,5.5%,-4.7%,1.4%,2.2%,-28.5
CC(C)CN(C1CCS(=O)(=O)C1)S(=O)(=O)c1ccc(C(C)C)cc1 (stereo unspecified),7.3%,7.3%,0.8%,-1.8%,x,-37.3
CC1=C(C(=O)OCC2CCCCC2)C(c2ccccc2F)NC(=O)N1 (stereo unspecified),5.1%,11.2%,x,x,x,-24.6
Cc1nc2c(C(=O)NCCC(C)C)cnn2c(C)c1Cc1c(F)cccc1Cl,x,x,19.5%,6.7%,x,-2.6
COc1cc2c(cc1OC)C(c1ccc(-c3cc(Cl)ccc3Cl)o1)=NCC2,-13.1%,u,-4.0%,-10.8%,-5.8%,x
CCCOc1ccc(CN(CCO)CCO)cc1C(=O)OC,22.6%,u,-2.8%,u,-0.6%,-9.0
CCC/C=N/NC(=O)CNC(=O)c1ccccc1Cl,-11.1%,27.6%,-0.9%,4.4%,0.9%,-67.9*
COC(=O)c1ccccc1NC(=O)CSc1nc(-c2ccccc2)cc(C(F)(F)F)n1,x,x,-0.1%,-2.0%,x,-25.7

# Full records, looked up by structure. Order of screens: AMA1 RON2 block	HCV inh	Sm TGR inh	AmpC inh detg	Giardia FBPA inh	HCMV antiviral
# CCOC(=O)N1CCN(c2nc(-c3ccc(Cl)cc3)cs2)CC1 is listed with -9.0%	u	3.8%	-0.6%	1.2%	u
# COc1ccc(OCC(=O)Nc2ccc3oc(=O)ccc3c2)cc1 is listed with 1.6%	0.2%	-5.1%	3.9%	x	12.3
# CC(NC(=O)CSc1n[nH]c(=O)[nH]c1=O)C1CC2CCC1C2 (stereo unspecified) is listed with 10.6%	5.5%	-4.7%	1.4%	2.2%	-28.5

# Next compounds:
SMILES,AMA1 RON2 block,HCV inh,Sm TGR inh,AmpC inh detg,Giardia FBPA inh,HCMV antiviral
CC(C)(C)c1ccc(OCc2ccc(C(=O)NN)o2)cc1,63.1%[activator],1.6%,9.4%,-1.2%,-10.6%,79.0
CCc1ccc(NC(=O)C2CCN(S(=O)(=O)c3cccc(-c4noc(C)n4)c3)CC2)cc1,x,x,0.5%,-2.6%,x,-36.9
C=CCNc1nnc(-c2ccncc2)s1,18.6%,11.2%,0.0%,u,-6.9%,-4.8
CC(C)CN(CC(C)C)C(=O)C12CCC(C)(C(=O)O1)C2(C)C (stereo unspecified),10.2%,-12.7%,-24.1%,u,5.4%,9.7
CCOC(=O)[C@H]1[C@H]2COc3ccc(Br)cc3[C@@H]2N2C(=O)CN(Cc3ccccc3)C(=O)[C@@]12C,-4.7%,-21.3%,-0.7%,5.6%,x,5.0
CCOc1ccccc1N1CCN(c2nc3ccccc3nc2C(C#N)C(=O)OC(C)C)CC1 (stereo unspecified),-18.9%,u,4.6%,-0.2%,-5.1%,13.3
CCN(C(=O)Cc1c(C(=O)O)n(C)c2ccccc12)c1cc(OC)ccc1OC,-0.9%,24.3%,-17.1%,1.4%,2.5%,-27.8
CC1(C)CC(=O)C(C=NCCN2CCNCC2)=C(O)C1,34.4%[activator],6.2%,x,6.3%,1.6%,-11.9
O=c1[nH]c(CN2CCCCC2)nc2c1C1(CCCCC1)Cc1ccccc1-2,4.0%,6.8%,0.3%,-5.9%,16.5%,-21.7
O=C(O)Cc1sc(N/N=C\c2ccccc2)nc1-c1ccccc1,-25.3%,-28.1%,2.24µM*,u,0.1%,-17.7
CCCC(C)NC(=S)NC(=O)c1cc(S(=O)(=O)N2CCOCC2)ccc1C (stereo unspecified),12.6%[11.6 µM],u,-22.7%,-11.3%,u,-70.3*
COc1cccc(NC(=O)NCc2ccccc2F)c1,5.7%,u,x,8.2%,-8.3%,-8.5
COc1cccc(CNC(=O)CCNS(=O)(=O)c2ccc3c(c2)oc(=O)n3C)c1,0.0%,23.3%,-6.4%&2.4%,-0.9%&5.1%,x,-27.3&-5.9
O=c1c2c(nc3nc(CCc4ccccc4)[nH]n13)CCC2,-5.7%,7.0%,-13.2%,u,u,19.1

# 3 compounds drawn at random from the list so far:
SMILES,AMA1 RON2 block,HCV inh,Sm TGR inh,AmpC inh detg,Giardia FBPA inh,HCMV antiviral
O=C(O)Cc1sc(N/N=C\c2ccccc2)nc1-c1ccccc1,-25.3%,-28.1%,2.24µM*,u,0.1%,-17.7
CCCC(C)NC(=S)NC(=O)c1cc(S(=O)(=O)N2CCOCC2)ccc1C (stereo unspecified),12.6%[11.6 µM],u,-22.7%,-11.3%,u,-70.3*
O=c1[nH]c(CN2CCCCC2)nc2c1C1(CCCCC1)Cc1ccccc1-2,4.0%,6.8%,0.3%,-5.9%,16.5%,-21.7
